GAA inh: blocks human lysosomal alpha-glucosidase; P10253; AID 1466; purified human GAA, 4-MU-alpha-glucoside fluorescence; Potency, µM (titrated, usually from 76.9 µM), for the others: at the highest dose activity change, negative = inhibition, usual class: inhibitors; 200,000 tested, 0.005% active;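 also: plate controls were uninhibited enzyme wells for no effect and no-enzyme background for full effect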
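qHTS format, compound range up to 77 uM. Human lysosomal enzyme at 4 nM, 400 uM 4-MU glucoside substrate, pH 5.0, 20 min room temperature; fluorescence after alkaline stop gives activity normalized to controls.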
L3MBTL1 block: L3MBTL1 (human) inhibition. AlphaScreen L3MBTL1–H3K9me1 peptide binding. Potency, µM (highest dose often 57.1 µM), inactives show at the top dose activity, negative = inhibition, hits mostly inhibitors. 230,000 tested, 0.66% active. AID 485360; also: nearly all actives have a fitted effect of over 60% in size
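L3MBTL1 50 nM + b-AHA-H3(1-15)K9me1 75 nM, 30 min RT; compound added, 30 min RT; streptavidin donor/Ni-chelate acceptor beads 10 ug/mL each final, 30 min RT dark; AlphaScreen read.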
TRb-SRC2 inh: disrupts binding of human TR beta to SRC2 | P10828 | TRbeta-SRC2 peptide binding, fluorescence polarization; receptor liganded with 1 µM T3 | Potency, µM (highest dose often 106 µM), inactives show at the highest dose activity change, negative = inhibition, most hits filed as inhibitors | 280,000 tested, 0.065% active;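 also: plate controls were bound peptide for no effect and peptide without receptor for full effect; nearly all actives have a fitted effect of over 50% in size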
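Decrease in fluorescence polarization of 20 nM Texas Red SRC2 coactivator peptide flagged inhibition of its binding to 0.6 uM TRb LBD; 1 uM T3 included, incubation 5 hr, ex 555/em 632 nm.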
GoLoco inh red: RGS12 GoLoco-Gai1 interaction inhibition; Potency, µM (top dose mostly 61.6 µM), for inactives: at the top dose activity, negative = inhibition, hits mostly inhibitors; Gai1:RGS12 GoLoco peptide FP, rhodamine, 10 min; 230,000 tested, 0.44% active; active = well fitted inhibition curve with a large enough effect, not every such curve was filed as active; inactive = no such curve, though single readings can be large or run the other way; also: nearly all actives have a fitted effect of over 30% in size; many of its hits are not listed in these tables
Target sequence (P63096 whole entry, looked up): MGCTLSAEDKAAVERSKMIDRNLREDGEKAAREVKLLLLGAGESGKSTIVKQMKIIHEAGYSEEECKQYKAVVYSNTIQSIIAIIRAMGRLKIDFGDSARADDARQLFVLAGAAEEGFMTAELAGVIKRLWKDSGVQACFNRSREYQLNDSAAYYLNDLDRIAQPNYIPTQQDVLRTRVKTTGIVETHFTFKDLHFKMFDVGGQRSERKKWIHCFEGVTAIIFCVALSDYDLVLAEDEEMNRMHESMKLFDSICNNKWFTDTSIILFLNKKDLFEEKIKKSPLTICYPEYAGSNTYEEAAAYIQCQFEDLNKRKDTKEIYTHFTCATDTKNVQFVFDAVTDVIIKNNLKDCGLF
GAA glycogen mod: alters human alpha-glucosidase cleavage of glycogen | 300,000 tested, 0.38% active | Potency, µM (series often up to 76.4 µM), without a hit: at the top dose activity change, negative = inhibition, actives largely listed as inhibitors | P10253 | recombinant GAA, glycogen substrate, Amplex Red glucose oxidase fluorescence;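 also: 0% = full enzyme reaction and -100% = no-enzyme basal signal; the screen sought inhibitors and activators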
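Recombinant human enzyme (4 nM); glycogen substrate; 37 C, 40 min, pH 5.0. Readout: coupled glucose oxidase/Amplex Red fluorescence.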
TR SRC2 fluor cs: counter-screen for TRb-SRC2 inhibitors: fluorescence interference | TRb/SRC2 Texas Red total fluorescence interference | Potency, µM (titrated, usually from 106 µM), for the others: at the top dose fluorescence change, negative = quenching | 280,000 tested, 0.29% active | AID 1479; active = well fitted curve in either direction with a large enough effect; inconclusive = small, poorly fitted or top-dose-only effect
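Human TRβ ligand-binding domain (0.6 uM) and Texas Red SRC2 peptide (20 nM) in Tris buffer with 1 uM T3 and 5% DMSO were incubated with pinned compound for 5 hr at ambient temperature. Total fluorescence was computed as S + 2P (555/632 nm).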
GAA spleen mod: inhibits or activates alpha-glucosidase in human spleen homogenate. human spleen homogenate, 4-MU-alpha-glucoside fluorescence. AID 2112. Potency, µM (titrated, usually from 79.9 µM), for inactives: at the top dose activity change, negative = inhibition, actives largely listed as inhibitors. 240,000 tested, 0.006% active;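 also: 0% = enzyme with vehicle and -100% = no enzyme basal signal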
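Human spleen homogenate (1 ug) incubated with compounds and 1 mM 4-methylumbelliferyl-alpha-D-glucopyranoside in pH 5.0 citrate/phosphate buffer, 37 C, 40 min. Stopped at pH 10; 4-MU fluorescence (Ex 365/Em 440 nm); AC50 by Hill fit.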
RECQ1 helicase: blocks DNA unwinding by human RECQ1 | P46063 | RECQ1 DNA unwinding, red fluorescence kinetic read | Potency, µM (titrated, usually from 57.3 µM), for inactives: at the highest dose activity, negative = inhibition, most hits filed as inhibitors | 240,000 tested, 0.54% active;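 also: plate controls were vehicle for no effect and no enzyme for full effect; nearly all actives have a fitted effect of over 30% in size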
Target sequence (P46063 whole entry, looked up): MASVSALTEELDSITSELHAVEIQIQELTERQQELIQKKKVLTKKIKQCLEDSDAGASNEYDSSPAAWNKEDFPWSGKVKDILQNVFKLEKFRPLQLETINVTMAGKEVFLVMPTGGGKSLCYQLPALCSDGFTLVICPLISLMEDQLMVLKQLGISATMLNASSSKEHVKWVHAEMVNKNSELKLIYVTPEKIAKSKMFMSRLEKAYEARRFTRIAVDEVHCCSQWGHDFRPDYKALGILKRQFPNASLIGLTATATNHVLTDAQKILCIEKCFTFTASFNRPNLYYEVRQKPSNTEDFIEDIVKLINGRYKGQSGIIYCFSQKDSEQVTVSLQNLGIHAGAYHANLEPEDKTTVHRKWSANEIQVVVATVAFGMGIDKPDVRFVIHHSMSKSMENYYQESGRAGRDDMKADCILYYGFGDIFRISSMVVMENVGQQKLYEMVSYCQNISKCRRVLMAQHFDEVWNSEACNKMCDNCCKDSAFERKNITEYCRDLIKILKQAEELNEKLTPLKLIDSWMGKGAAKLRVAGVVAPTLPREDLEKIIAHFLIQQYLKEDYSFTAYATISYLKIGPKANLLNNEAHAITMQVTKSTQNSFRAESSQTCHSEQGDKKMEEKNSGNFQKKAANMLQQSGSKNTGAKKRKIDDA
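RECQ1T1 50 nM; forked duplex (20 bp + 30-nt ss tails) 200 nM, ATP 2 mM final; pH 8.0, 2 mM MgCl2, 2.5 ug/ml poly(dI-dC); 15 min compound preincubation; discontinuous kinetic read over 2 h at RT.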
Numbers without * were called inactive; i = inactive; ? = inconclusive; . = not tested or not shown; & = joins results of further samples; [ ] = remark or other dose. Unless noted, calls follow the shape of the dose curve; as a rule, active = well fitted curve in the direction sought with a large enough effect; inconclusive = small, poorly fitted or top-dose-only effect, or another doubt; inactive = no such curve, though single readings can be large; an effect the other way counts as inactive or inconclusive. Unless noted, % is scaled to controls: 0 for no effect and ±100 for the full control effect; potency is read from the fitted curve at half-maximal effect.

SMILES	GAA inh	L3MBTL1 block	TRb-SRC2 inh	GoLoco inh red	GAA glycogen mod	TR SRC2 fluor cs	GAA spleen mod	RECQ1 helicase
CC(C)C(=O)N1C2CCC1CC(O)(c1ccc(F)cc1)C2 (stereo unspecified)	-7.3%	3.6%	-14.6%	-13.4%	-1.7%	-0.4%	-1.7%	-7.2%
C=C(C)CNC(=S)N/N=C1\CCCCc2ccccc21	-4.8%	-12.4%	7.0%	.	-1.9%	0.7%	5.2%	3.6%
CC1(C)Cc2nc(NCCN3CCOCC3)c(C#N)cc2CO1	-8.7%	-6.7%	-15.0%	-1.9%	4.5%	-0.1%	10.9%	-3.5%
COc1cccc(-n2cnc3scc(-c4cccs4)c3c2=O)c1	-7.6%	2.2%	-7.0%	8.5%	3.9%	-4.6%	-9.7%	-1.7%
O=C(CSc1nnc(-c2ccco2)n1Cc1ccco1)N1CCOCC1	-10.1%	-1.2%	-4.3%	2.3%	1.8%	1.7%	6.7%	-3.2%
CCCS(=O)(=O)N1CCC(C(=O)NC2CCCCC2C)CC1 (stereo unspecified)	6.6%	-6.0%	9.5%	.	2.8%	0.2%	-1.8%	-2.3%
COc1cc(C(=O)CCN2CCC(c3ccccc3)C2)cc(OC)c1OC (stereo unspecified)	-3.6%[15.4 µM]	6.8%	-0.7%	-5.3%	1.7%	1.0%	10.5%	0.6%
CC(C)Cc1nnc(NC(=O)CSc2nc(N)cc(=O)[nH]2)s1	-13.9%	.	-14.6%	-9.5%	-21.5%	2.5%	0.9%	i
CCn1c(SCC(=O)N2CCN(c3ccccc3F)CC2)nnc1-c1ccoc1C	-4.8%	.	-7.4%	6.1%	-10.4%	-1.2%	5.9%	0.5%
Cc1ccc2nc(N3C(=O)C(O)=C(C(=O)c4ccc(C)o4)C3c3cccc(O)c3)sc2c1 (stereo unspecified)	1.6%	-1.5%	5.1%	40.9%[activator]	19.6%	-6.5%	-4.0%	i
Cc1cccc(-c2cc3nc(C)cc(NCCCn4ccnc4)n3n2)c1	?	.	-1.1%	3.5%	-0.5%	-6.0%	-7.2%	i
CCOC(=O)c1cnc(-c2ccccc2)nc1Oc1ccc(OC)cc1	-4.4%	6.6%[11.4 µM]	0.1%	9.9%	14.8%	-1.5%	0.9%	i
O=C(O)c1cccc(C(=O)O)n1	-2.4%	11.9%	-1.2%	12.3%	7.0%	-3.5%	-10.5%	16.4%
COc1ccccc1NC(=O)CSc1nnc(CCNC(=O)c2ccc(C)cc2)n1C	-5.0%	-1.4%	2.2%	6.9%	-2.3%	1.0%	3.5%	5.2%
Cc1nn(-c2ncc(C(F)(F)F)cc2Cl)c(=O)n1-c1ccccc1F	?	5.7%	-4.4%	4.8%	6.8%	2.1%	4.1%	-14.1%
CC(=O)Nc1nc(C)cs1	-0.9%	3.0%	-1.7%	8.7%	2.4%	1.1%	-3.0%	-1.9%
O=S(=O)(Nc1cccc2cccnc12)c1ccccc1O	.	.	-8.7%	.	.	0.5%	-7.1%	-0.9%
COc1ccc(O)c(/C=N/c2sc(C)c(C)c2C#N)c1	-8.1%	.	0.2%	-3.3%	14µM*	-5.8%	-7.6%	-14.6%
On1onc2c3cc(-c4ccccc4)nc3ccc21	?	.	7.9%	-3.7%	-4.9%	-11.2%	-3.7%	0.7%
C=CCC(O)c1ccccc1 (stereo unspecified)	.	.	7.6%	-2.2%	.	1.1%	-7.4%	-3.0%
COc1cc(N=c2ssnc2Cl)cc(OC)c1	-0.2%	-9.4%[11.4 µM]	1.4%	15.8µM*	-8.4%	-4.6%	11.7%	5.3%
CCN1C2OC3OC4C(OC3OC2N(CC)S1(=O)=O)N(CC)S(=O)(=O)N4CC (stereo unspecified)	-3.4%	-9.0%	-3.9%	5.9%	3.0%	-1.7%	-4.0%	-8.9%
CC(C)c1ccc(NC(=O)C2CC(=O)N(C(C)C)C2)cc1 (stereo unspecified)	-2.8%	-2.7%	0.2%	3.5%	3.7%	-0.4%	1.2%	-0.1%
COCCCNC(=O)CSc1nc2cc3c(cc2c(=O)n1CCCC(=O)NCc1ccc(OC)cc1)OCO3	-0.3%	.	1.0%&-3.0%	5.1%	-10.1%	-2.2%&0.6%	0.2%	-2.3%
CN(CC(=O)Nc1ccc(N2CCOCC2)cc1)CC(=O)Nc1ccc(Cl)cc1[N+](=O)[O-]	-16.5%	-13.4%	5.5%	9.5%	11.6%	-5.1%	-6.3%	-5.0%

Reformatted: 4 of the compounds above.
CC(C)Cc1nnc(NC(=O)CSc2nc(N)cc(=O)[nH]2)s1
  GAA inh: -13.9%	L3MBTL1 block: .	TRb-SRC2 inh: -14.6%	GoLoco inh red: -9.5%	GAA glycogen mod: -21.5%	TR SRC2 fluor cs: 2.5%	GAA spleen mod: 0.9%	RECQ1 helicase: i

O=C(O)c1cccc(C(=O)O)n1
  GAA inh: -2.4%	L3MBTL1 block: 11.9%	TRb-SRC2 inh: -1.2%	GoLoco inh red: 12.3%	GAA glycogen mod: 7.0%	TR SRC2 fluor cs: -3.5%	GAA spleen mod: -10.5%	RECQ1 helicase: 16.4%

COc1cccc(-n2cnc3scc(-c4cccs4)c3c2=O)c1
  GAA inh: -7.6%	L3MBTL1 block: 2.2%	TRb-SRC2 inh: -7.0%	GoLoco inh red: 8.5%	GAA glycogen mod: 3.9%	TR SRC2 fluor cs: -4.6%	GAA spleen mod: -9.7%	RECQ1 helicase: -1.7%

O=C(CSc1nnc(-c2ccco2)n1Cc1ccco1)N1CCOCC1
  GAA inh: -10.1%	L3MBTL1 block: -1.2%	TRb-SRC2 inh: -4.3%	GoLoco inh red: 2.3%	GAA glycogen mod: 1.8%	TR SRC2 fluor cs: 1.7%	GAA spleen mod: 6.7%	RECQ1 helicase: -3.2%

Other entries follow:
SMILES	GAA inh	L3MBTL1 block	TRb-SRC2 inh	GoLoco inh red	GAA glycogen mod	TR SRC2 fluor cs	GAA spleen mod	RECQ1 helicase
O=C(O)COCC(=O)Nc1cc(C(F)(F)F)cc(C(F)(F)F)c1	.	8.9%	-16.1%	4.8%	6.7%	1.1%	-2.1%	-3.0%
O=C(Cn1cc2c(n1)CCCC2)NCc1cccs1	1.6%	.	-15.3%	12.7%	-12.7%	1.5%	-4.2%	-2.8%
Nc1c(C(=O)NCCc2ccccc2)nnn1Cc1ccc(Br)cc1F	3.9%	.	1.6%	3.8%	4.2%	0.4%	-10.8%	-4.1%
NC(=O)c1ccsc1NC(=O)CSc1nnc(C2CC2)n1Cc1ccccc1	-12.8%	-0.3%	3.3%	.	3.3%	-1.0%	6.1%	-0.1%
CCCOc1ccc(C(=O)N/N=C/c2ccc(-c3ccc(S(=O)(=O)Nc4ncccn4)cc3)o2)cc1	12.9%	.	2.0%	19.1%	1.2%	-7.6%	-3.7%	?
CC1CC(=O)N(c2ccc(NCc3ccc(Cl)cc3)c([N+](=O)[O-])c2)C1=O (stereo unspecified)	-2.0%	-17.1%	5.9%	10.0%	-3.8%	-1.8%	-3.7%	-0.3%
CN(Cc1ccccc1)c1ccc(C(=O)O)cc1[N+](=O)[O-]	0.9%	4.4%	1.0%	4.0%	-4.8%	3.1%	-22.6%	-0.5%
COc1cc(CNc2ccc(N3CCOCC3)c(C(=O)O)c2)ccc1OCC(N)=O	0.0%	-12.9%	-7.0%	4.6%	?	-3.0%	-10.2%	i
CCOC(=O)C1CCN(C(=O)CSc2n[nH]c(=O)[nH]c2=O)CC1	-3.7%	3.2%	-4.6%	1.6%	-14.7%	-0.9%	3.5%	i
COc1ccc(NC(=O)CCNS(=O)(=O)c2cccc3nsnc23)cc1	-2.5%	5.3%	0.0%&0.2%	4.0%	3.4%	0.8%&0.7%	3.9%	-8.1%
COc1ccccc1CNC(=O)c1nnc(Cc2ccc(Cl)cc2)o1	-5.9%	8.2%	-5.4%	4.9%	6.0%	0.7%	7.6%	-0.8%
O=C(O)c1ccccc1/C=N/Nc1ccc(S(=O)(=O)N2CCOCC2)cc1[N+](=O)[O-]	.	-4.4%	4.1%	0.1%	-5.3%	-1.5%	-1.3%	-15.2%
CC(=O)Oc1cc2c(C(=O)NCc3ccncc3)c(C)oc2c2ccccc12	.	.	2.3%	4.1%	-3.6%	-3.7%	1.5%	i
COc1ccc(CNC(=S)N/N=C(\C)c2ccc(OC)cc2)cc1	.	-30.0%	0.2%	10.0%	?	-0.6%	2.6%	-3.7%
COC(=O)Cc1ccc(OCc2ccc(Cl)nc2)cc1	.	1.5%	-6.3%	0.5%	2.2%	-3.4%	-3.5%	i
O=C(NC1(C(F)(F)F)NC(=O)N(c2ccc(F)c(Cl)c2)C1=O)c1ccncc1 (stereo unspecified)	2.5%	12.8%	.	-3.2%	2.0%	.	-3.8%	-17.8%
Cc1ccc(NS(=O)(=O)c2cccc(C(=O)O)c2)cc1S(=O)(=O)N1CCOCC1	-6.2%	4.5%	11.0%	0.3%	1.6%	-0.6%	-3.2%	-2.7%
COC(=O)c1c(NC(=O)CSc2ccccc2N)sc(C)c1C	0.6%	.	-5.1%	-10.0%	-15.8%	-1.8%	4.5%	-16.9%
O=C(Cc1ccc(-c2ccccc2)cc1)NCc1ccccc1	6.7%	-26.1%	-11.4%	2.6%	10.9%	0.6%	-5.2%	-4.7%
COc1ccc(S(=O)(=O)NCCC(=O)NC(C)c2ccccc2)cc1 (stereo unspecified)	0.6%	4.5%	0.9%	-4.6%	15.4%	-9.1%	1.6%	-6.9%
O=C(NC1CCc2ccccc21)C1CCN(S(=O)(=O)c2ccc(-n3cnnn3)cc2)CC1 (stereo unspecified)	-7.9%	.	-4.8%	2.5%	-0.1%	-0.6%	-15.2%	-1.9%
O=C(Cc1ccccc1)NC(NCCCN1CCOCC1)(C(F)(F)F)C(F)(F)F	-6.5%	9.8%	0.3%	3.1%	-4.2%	-8.0%	-6.6%	-6.4%
CCC(=O)N1C(Cc2ccccc2)COC1(C)C (stereo unspecified)	-3.7%	10.5%	-4.9%	-1.5%	8.1%	0.3%	0.6%	-2.3%

Assay outcomes deposited in PubChem by National Center for Advancing Translational Sciences (NCATS).

This is a subset; rates above refer to the full screens.
